D2 PAM: D2 dopamine receptor (human) potentiation | P14416 | HEK293 T-REx D2, calcium flux, EC20 dopamine potentiation | potentiation, % at 10 µM | 0.34% of 340,000 active | AID 485347;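 active = potentiation over 3 SD above the plate norm, cut at about 30% in these data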; also: 0% is about no effect
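Potentiation of an EC20 dopamine calcium response is measured in a force-coupled, tetracycline-inducible Hek293 Trex D2 line. Compound-only kinetic reads over 180 s flag agonists before dopamine addition.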
D1 PAM: enhances dopamine response at the human D1 receptor; potentiation, % at 10 µM; HEK293 TREx D1 cells, calcium flux, dopamine EC20 potentiation; 0.036% of 360,000 active; P21728; in the data active = potentiation above about 30%; also: 0% is about no effect
Target sequence (P21728 whole entry, looked up): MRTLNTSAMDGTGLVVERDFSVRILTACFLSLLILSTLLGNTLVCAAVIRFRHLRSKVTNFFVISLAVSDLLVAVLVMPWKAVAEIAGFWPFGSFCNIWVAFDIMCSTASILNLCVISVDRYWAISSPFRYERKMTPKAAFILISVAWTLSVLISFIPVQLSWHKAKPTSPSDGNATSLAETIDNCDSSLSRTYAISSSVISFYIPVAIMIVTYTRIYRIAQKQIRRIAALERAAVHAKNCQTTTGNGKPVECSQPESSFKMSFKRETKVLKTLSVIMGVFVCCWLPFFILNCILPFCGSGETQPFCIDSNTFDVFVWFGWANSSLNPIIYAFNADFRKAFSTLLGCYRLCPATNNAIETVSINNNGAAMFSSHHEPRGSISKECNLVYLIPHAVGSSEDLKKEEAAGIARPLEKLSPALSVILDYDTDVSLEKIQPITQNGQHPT
Vif-A3F inh: inhibitors of Vif-A3F interaction; AID 602313; HeLa A3F-eYFP + Vif (tagged APOBEC3F with the HIV-1 protein that degrades it), YFP fluorescence increase; Potency, µM (top dose mostly 46.1 µM), inactives show at the highest dose activity, negative = active; 0.2% of 390,000 active; also: potency is read from the fitted curve at half-maximal effect; % of control where 0% means no effect; nearly all actives have a fitted effect of over 65% in size
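Fluorescence increase (Ex 488/Em 500-530) after overnight compound treatment at 37 deg C flags inhibition of Vif-driven A3F-eYFP loss in stable HeLa A3F-eYFP/Vif cells seeded overnight beforehand.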
GRP78 ERSR act: inducers of ER stress response in human glioma cells. 0.02% of 420,000 active. Potency, µM, without a hit: at the highest dose activation, usual class: activators. U87-MG GRP78 promoter luciferase reporter, 16 h. AID 602332; also: potency is read from the fitted curve at half-maximal effect; series mostly up to about 76 µM; % of control where 0% means no effect; nearly all actives have a fitted effect of over 35% in size
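Stably transfected U87-MG glioma cells carrying a GRP78-based luciferase sensor; 16 h compound incubation. Luminescence end-point read 10 min after Bright-Glo addition at room temperature.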
Vif-APOBEC3G blk: blocks the Vif interaction with human APOBEC3G; Q9HC16; HeLa A3G-eYFP + Vif (tagged APOBEC3G with the HIV-1 protein that degrades it), YFP fluorescence, overnight; Potency, µM (doses to about 46.1 µM), for the others: top-dose activity, negative = active, usual class: inhibitors; 0.076% of 410,000 active; AID 602310;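 also: potency is read from the fitted curve at half-maximal effect; % is scaled to controls: 0 for no effect and ±100 for the full control effect; nearly all actives have a fitted effect of over 60% in size; hits raise eYFP signal because A3G escapes Vif-driven loss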
Target sequence (Q9HC16 whole entry, looked up): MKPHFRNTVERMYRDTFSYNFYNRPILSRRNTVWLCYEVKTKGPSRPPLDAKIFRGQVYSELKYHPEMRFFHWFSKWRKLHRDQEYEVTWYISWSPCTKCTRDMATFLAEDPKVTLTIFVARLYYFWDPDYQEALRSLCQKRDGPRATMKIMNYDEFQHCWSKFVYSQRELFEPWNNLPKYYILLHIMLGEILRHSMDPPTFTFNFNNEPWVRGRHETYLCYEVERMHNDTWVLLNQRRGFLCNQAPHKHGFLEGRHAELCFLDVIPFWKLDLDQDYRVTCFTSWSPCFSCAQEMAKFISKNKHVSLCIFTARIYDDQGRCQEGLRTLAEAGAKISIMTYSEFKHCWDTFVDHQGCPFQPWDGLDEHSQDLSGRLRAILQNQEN
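Read-out is eYFP fluorescence (Ex 488/Em 500-530) from Vif-expressing HeLa A3G-eYFP cells; more signal means A3G escaped Vif-mediated degradation. Cells plated overnight, compound pinned in, incubated overnight at 37 deg C.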
D1 antagonist: antagonists of human D1 dopamine receptor. P21728. 3.2% of 360,000 active. HEK293 TREx D1 cells, calcium flux, dopamine EC80; hits give low values. activity change, negative = inhibition, % at 10 µM. AID 504652; in the data active = activity change below about -30%; also: % is scaled to controls: 0 for no effect and ±100 for the full control effect
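Compound effects on dopamine-evoked calcium signalling were measured in tetracycline-induced HEK293 Trex D1 cells. Dopamine at EC80 followed a 180 s compound pre-read, and fluorescence was tracked kinetically for 180 s more.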
D1 agonist: agonists of human D1 dopamine receptor. HEK293 T-REx D1 cells, calcium flux, agonist mode. activation, % at 2 µM. 1% of 360,000 active. AID 504660; in the data active = activation above about 30%; also: 0% is about no effect
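Tetracycline-induced HEK293 TREx D1 cells, force-coupled to calcium signalling, were dye-loaded with a no-wash calcium kit. Compound was pin-added after a 10 s baseline. Fluorescence was read kinetically at 1 cycle/s for 180 s, with calcium rises flagged as agonism.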
RXFP1 antag: blocks the human relaxin receptor RXFP1 | HEK293-RXFP1, relaxin-stimulated cAMP HTRF, 30 min; hits give low values | activity change, negative = inhibition, % at 57.5 µM | 0.59% of 350,000 active;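 active = activity change of -60% or lower, but not beyond a set lower limit; inconclusive = change between -60% and -40%, or beyond the set limit; inactive = change above -40%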; also: % is scaled to controls: 0 for no effect and ±100 for the full control effect
RXFP1 agonist: RXFP1 (human) receptor agonism | 0.3% of 370,000 active | HEK293T-RXFP1 cAMP TR-FRET, 30 min; response scale: percent of porcine relaxin response, buffer zero | AID 2676 | Potency, µM (highest dose often 57.5 µM), inactives show top-dose activation, most hits filed as activators; also: potency is read from the fitted curve at half-maximal effect; % is scaled to controls: 0 for no effect and ±100 for the full control effect; nearly all actives have a fitted effect of over 60% in size; many of its hits are not listed in these tables
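Agonist response is measured as cAMP accumulation in an RXFP1-transfected HEK293T line under PDE4 inhibition. Values are scaled between buffer-only and 29 nM porcine relaxin, and EC50s come from standard Hill equation fits.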
Active calls of the source: *; u = inconclusive; x = not tested or not shown; & = joins results of further samples. Unless noted, calls follow the shape of the dose curve; as a rule, active = well fitted curve in the direction sought with a large enough effect; inconclusive = small, poorly fitted or top-dose-only effect, or another doubt; inactive = no such curve, though single readings can be large; an effect the other way counts as inactive or inconclusive. This is a subset (hit frequency here may not be typical).

SMILES	D1 antagonist	D1 agonist	Vif-APOBEC3G blk	GRP78 ERSR act	RXFP1 antag	Vif-A3F inh	D1 PAM	RXFP1 agonist	D2 PAM
Cc1cc(C(=O)OCC(=O)NCCCN2CCCC2=O)c2ccccc2n1	-20	0	-2%	-3%	-12	-6%	0	-1.1%	16
O=c1cc(-c2ccccc2)[nH]n1-c1nc2ccccc2[nH]1	2	0	-10%	-3%	-76*	-1%	-4	-1.7%	10
COc1ccc(NC(=O)CN(C)C(=O)Cc2ccc3c(c2)CCC3)cc1	18	3	-1%	-3%	-1	-6%	-10	3.9%	23
Cc1cccc(C)c1NC(=O)Cn1nnc(-c2ccc(CN3CCC(C)CC3)cc2)n1	-7	4	-2%	-4%	3	-8%	-1	2.3%	-9
COc1cccc(-c2ccc(NC(=O)C3CCCN(Cc4cnc(C)n4C)C3)cc2)c1 (configuration not stated)	-4	5	2%	-5%	-22	8%	-17	1.3%	-5
Fc1ccc(C2=NN(c3ccccc3)C(c3ccco3)C2)cc1 (configuration not stated)	8	4	-5%	-1%	-4	-2%	-2	22%	18
C#CCOCCOCCOCCNc1nc(N2CCN(C(=O)[C@H](CCCCN)n3cc([C@@H](N)CC(C)C)nn3)CC2)nc(N2CCN(C(=O)[C@H](Cc3cc4ccccc4[nH]3)n3cc([C@@H](N)Cc4ccc(O)cc4)nn3)CC2)n1	-7	-3	4%	0%	x	8%	-1	-0.9%	-6
Cc1ccc(NC(=O)CSCC(=O)OCc2cc(=O)oc3cc(O)ccc23)c(C)c1	6	0	-4%	2%	38	-9%	-1	3.1%	-8
COc1ccc(-c2cc3nc(-c4ccccc4)cc(N4CCN(C(=O)c5ccoc5)CC4)n3n2)cc1	x	x	-5%	0%	9	8%	x	x	x
O=C(NCCNC(=O)c1cc(OCC(F)(F)F)ccc1OCC(F)(F)F)Nc1cccc(C(F)(F)F)c1	-15	11	2%	-4%	-2	4%	1	5.1%	-11
NC(=O)c1oc2ccccc2c1NC(=O)c1ccccc1	-16	1	2%	-3%	1	x	-3	-1.3%	21
Cc1ccc(C)c(S(=O)(=O)NCCCn2ccnc2)c1	1	3	0%	-4%	0	-10%	-7	0.3%	7

Following part
SMILES	D1 antagonist	D1 agonist	Vif-APOBEC3G blk	GRP78 ERSR act	RXFP1 antag	Vif-A3F inh	D1 PAM	RXFP1 agonist	D2 PAM
O=C(NCCc1ccccc1)C1CCN(C(=O)N2CCOc3ccccc32)CC1	-7	5	3%	-4%	7	-1%	-4	-0.2%	-1
Cc1ccc(C(=O)CC2(O)C(=O)N(Cc3ccccc3)c3ccc(Br)cc32)cc1 (configuration not stated)	-3	8	u	18%	-15	5%	0	-2.8%	-4
Cc1ccc(S(=O)(=O)N2CCOC23CCN(C(=O)c2ccc(Cl)cc2Cl)CC3)cc1	-24	22	-4%	-4%	-13	1%	-4	-0.2%	-6
O=C(Cc1ccccc1)Nc1ccc(NC(=O)c2cccs2)cc1	-30*	1	0%	-3%	-11	3%	-4	-0.1%	-1
COc1ccc(CNC(=O)COC(=O)C2=COCCO2)cc1	7	0	0%	-2%	-1	4%	2	-0.4%	2
NC(=O)C1=C[C@@H](C2CCCCC2)C[C@@H](OCCCCO)O1	4	-5	2%	-1%	x	-6%	3	0.5%	-3
CC(C)CC(NC(N)=O)C(=O)Nc1ccc2c(c1)OCO2 (configuration not stated)	1	5	0%	2%	x	1%	-8	-1.0%	4
CC(=O)/C=C\c1cn(-c2ncc(C(F)(F)F)cc2Cl)c2ccccc12	3	2	-30%	-6%	-9	-7%	17	1.0%	x
Cc1ccc(S(=O)(=O)N(C)C)cc1-n1c(SCC(=O)Nc2ccc(F)cc2)nc2ccccc2c1=O	11	5	-13%	-3%	2	1%	11	1.8%	4
COc1ccc(-c2csc(C)n2)cc1	-1	0	3%	2%	8	-4%	-9	0.8%	5
Cc1cccc(C)c1NC(=O)NCCSc1snnc1C	3	4	7%	3%	-4	-2%	-11	2.1%	5
Cc1ccc(C)c(Cn2c3ccccc3c3cnn(CC(=O)NCc4ccccc4)c(=O)c32)c1	-3	8	3%	-4%	0	-7%	-2	4.4%	-5

(listing goes on)
SMILES	D1 antagonist	D1 agonist	Vif-APOBEC3G blk	GRP78 ERSR act	RXFP1 antag	Vif-A3F inh	D1 PAM	RXFP1 agonist	D2 PAM
CC(=O)N1CCN(C(=O)COC(=O)c2oc3ccccc3c2C)CC1	0	2	-9%	-5%	-4	-1%	5	1.3%	-4
CCOc1ccc(-c2nc3ccccc3c(=O)o2)cc1	3&-1	0&-1	2%&-1%	2%&0%	7	5%&1%	0&-1	0.1%&2.3%	12&-2
COc1cc(NC(=S)NC(=O)c2cccs2)ccc1NC(=O)C(C)C	10	2	-7%	-2%	x	u	4	1.0%	7
O=c1cc(-c2ccccc2)oc2cc(OCc3ccccc3)cc(O)c12	5	0	-4%	4%	0	15%	-5	1.1%	-8
COc1ccc(-c2cc(C(=O)N(C)CCc3ccc(OC)c(OC)c3)c3ccccc3n2)cc1	-4	1	-3%	1%	-2	-15%	-12	-1.9%	-3
O=C(Oc1ccc(N(C(=O)c2ccncc2)S(=O)(=O)c2ccc(Cl)cc2)cc1)c1ccncc1	1	1	9%	-4%	-4	-2%	4	-1.8%	-1
CCOC(=O)c1c(NC(=O)CN2C(=O)NC3(CCC(C)CC3)C2=O)sc(C(=O)N(C)C)c1C (configuration not stated)	2	4	-6%	-3%	-10	-7%	-6	2.3%	1
Cc1c(C(=O)NC2CCCC2)oc2ccccc12	7	1	-1%	9%	2	5%	-2	0.0%	11
Cn1nccc1C(=O)N1CCN(c2ccccc2Cl)CC1	3	2	-1%	-4%	-1	-1%	4	-2.3%	-8
O=C1NC(c2ccccc2)C(C(=O)c2cccs2)=C1O (configuration not stated)	-4	0	-6%	4%	11	-21%	0	16%	-9
O=C(NCCc1ccccc1)c1ccc(CSc2nc3cccnc3n2Cc2ccccc2)cc1	-14	2	2%	2%	-4	0%	-2	2.1%	0
Cc1[nH]nc(-c2ccc(OCc3cnn(-c4ccccc4)c3)cc2O)c1Oc1ccccc1F	-8	2	-9%	-1%	6	-16%	2	-1.5%	-4

(continued)
SMILES	D1 antagonist	D1 agonist	Vif-APOBEC3G blk	GRP78 ERSR act	RXFP1 antag	Vif-A3F inh	D1 PAM	RXFP1 agonist	D2 PAM
O=C(Nc1ccc2c(c1)OCO2)C1CC(=O)N(c2ccc(F)cc2)C1 (configuration not stated)	13	0	0%	1%	5	-6%	3	0.0%	-8
CS(=O)(=O)N(CC(=O)Nc1c(F)cccc1F)Cc1ccccc1	-11	6	-4%	-2%	5	-6%	-9	0.0%	-6
COc1ccc(CCNS(=O)(=O)c2ccc3c(c2)NC(=O)CS3)cc1OC	-22	1	0%	2%	-1	-3%	-4	2.6%	13
CCCCN(CC)S(=O)(=O)N1CCC(C(=O)NCCCN2CCOCC2)CC1	-9	0	-2%	-3%	-14	-4%	-1	-0.5%	-2
COCCCNC(=O)c1sc2ncccc2c1-n1cccc1	13	2	-1%	-3%	-13	4%	-5	6.5%	x
O=C(CCCSc1ccccc1)Nc1nc(-c2ccccn2)cs1	-16	4	1%	-6%	-21	-4%	-3	-1.1%	-2
CC(CC(=O)NC1CCCCC1)S(=O)(=O)c1ccc2c(c1)CCN2C(=O)C1CC1 (configuration not stated)	0	4	0%	3%	10	3%	1	3.7%	11
CCOC(=O)Cn1c(=NC(=O)C2COc3ccccc3O2)sc2cc(S(N)(=O)=O)ccc21 (configuration not stated)	-12	-1	3%	-2%	5	5%	-5	1.7%	8
N#C/C(=C/c1ccc(Sc2nc3ccccc3[nH]2)o1)c1cccc(F)c1	-5	8	2%	0%	-2	-9%	-1	-0.9%	x
CCOc1ccc(N2C(=O)Nc3ccccc3C2(O)C(=O)NCc2ccccc2)cc1 (configuration not stated)	3	3	1%	0%	-8	1%	2	-1.4%	2
O=C(CSc1nncn1-c1ccccc1)Nc1cccc(S(=O)(=O)N2CCCCC2)c1	-11	1	x	x	x	x	3	-0.8%	7
NC(=O)CSc1nc2ccccc2n1-c1ccccc1	-1	-1	0%	-4%	-6	-5%	7	-2.9%	-6

(more compounds)
SMILES	D1 antagonist	D1 agonist	Vif-APOBEC3G blk	GRP78 ERSR act	RXFP1 antag	Vif-A3F inh	D1 PAM	RXFP1 agonist	D2 PAM
O=C(CCCn1cnc([N+](=O)[O-])n1)Nc1ccc(Cl)c(Cl)c1	-12	6	0%	2%	4	-1%	-2	-0.4%	-15
CC(=O)c1ccc(NC(=O)C(C)NCc2ccc(Cl)cc2)cc1 (configuration not stated)	-30	3	1%	0%	0	1%	-6	0.9%	x
CCOC(=O)N1CCN(Cc2oc(CO)cc(=O)c2O)CC1	-11	0	2%	-4%	-7	-5%	-4	-0.7%	3
CSc1nnc(-c2nnc(SC)n2-c2ccccc2)n1-c1ccccc1	1	3	-1%	-3%	-1	-12%	-8	1.4%	-9
Cn1c(CNc2nc3ccccc3n2C)nc2ccccc21	-2	7	-8%	0%	-12	x	-3	1.1%	1
CCN=C1SC(C(=O)Nc2cccc(C(=O)O)c2)CC(=O)N1CC (configuration not stated)	1	1	0%	-8%	5	5%	-8	-0.9%	-5
O=C(Cn1c(=O)n(CC2CCC(C(=O)NCCc3ccccc3)CC2)c(=O)c2ccccc21)Nc1ccccc1 (configuration not stated)	3	6	2%	-1%	x	-2%	0	u	-7
CC1CCCCN1C(=O)CCNC(=O)Cn1cnc2ccccc2c1=O (configuration not stated)	-12	1	-1%	0%	11	4%	9	10%	4

High-throughput results: PubChem BioAssay, National Center for Advancing Translational Sciences (NCATS)
